Screening results as filed in PubChem.
LGR2 antag: blocks bursicon-induced cAMP signaling via Drosophila LGR2; HEK293 LGR2, CRE-luciferase, bursicon-stimulated, 4 h; inhibition, % at 9.99 µM; 380,000 tested, 0.35% active; AID 720647;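 active means drop in luminescence signal, shown as inhibition above about 50% in the replicate tests, limit read from the data, passing the limit was not always enough; inconclusive means probably only some replicates passing the limit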;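 further: agonist challenge used bursicon conditioned medium at about half maximal strength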
PAX8 reporter: PAX8 transcriptional activity inhibition. inhibition, % at 12.6 µM. RMG-I TPO-luciferase reporter, SteadyGlo, 24 h. 360,000 tested, 1.2% active;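 active means mean replicate inhibition at least 60% with every replicate also reaching 60%; inconclusive means only one of the two criteria is met; inactive means mean below 60% and not all replicates reaching 60%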;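 further: luciferase light reporting Pax8 driven TPO promoter activity; plate controls were median of neutral control wells for no effect and mitoxantrone controls for full effect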
FN deposition inh: fibronectin deposition inhibition; AH1F fibroblasts, Alexa488-fibronectin deposition fluorescence, overnight; inhibition, % at 12.6 µM; 350,000 tested, 0.086% active;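 active means mean inhibition across replicates of 30% or more, regardless of how many single replicates reach that level; inconclusive means mean under 30% yet at least half of replicates reach 30%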;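 further: positive control wells lacked labelled fibronectin entirely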
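Material: AH1F fibroblasts assembling fluorescent fibronectin matrix; amount: 10000 AH1F cells/well; medium: DMEM, 2% serum; reagent: Alexa488-fibronectin, 24 nM final in well; dosing: single compound dose, delivered by pin transfer; incubation: 1 h adhesion, overnight exposure; detection: fluorescence after three HBSS washes, excitation 485 nm, emission 525 nm; measure: fibronectin deposition inhibition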
PGC1a acetyl inh: PGC1a acetylation modulation, inhibitor mode; U2OS PGC1a acetylation, AlphaScreen anti-acetyl-lysine; with virally co-expressed GCN5 acetyltransferase; inhibition, % at 15.6 µM; 350,000 tested, 0.17% active; AID 651687;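 active means every replicate shows inhibition of at least 40%; inconclusive means mean inhibition at least 40% but some replicate below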;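 further: 0% = neutral control wells and 100% = positive control wells; some results beyond the cut were filed as inactive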
PglD DTNB: blocks C. jejuni PglD acetyltransferase activity; inhibition, % at 12.5 µM; 360,000 tested, 0.098% active; purified PglD enzyme, DTNB colorimetric CoA detection; AID 602405; in the data active means inhibition above about 16%, passing the limit was not always enough; inconclusive means no clear call, values can overlap the other calls; further: strong numbers were not always called active
EWS-Fli block: blocks EWS/Fli oncoprotein-driven transcription; A673 NR0B1-luciferase reporter, viability-normalised; inhibition, % at 12.6 µM; 350,000 tested, 0.67% active; AID 651661;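 active means mean inhibition of at least 50% after viability correction, with every replicate also passing that limit; inconclusive means mean reaches 50% but only one of two replicates passes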;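 further: firefly luciferase signal divided by Alamar Blue viability fluorescence both relative to DMSO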
ERAP1 HTS inh: blocks human ERAP1 aminopeptidase activity; 340,000 tested, 0.15% active; inhibition, % at 10.7 µM; Q9NZ08; recombinant ERAP1, Leu-AMC fluorescence, 60 min;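 active means mean replicate inhibition of at least 30%, or all replicates individually reaching that 30% level; inactive means mean below 30% and not every replicate reaching it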;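 further: 0% = neutral control wells and 100% = L-leucinethiol positive control wells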
Target sequence (Q9NZ08 whole entry, looked up): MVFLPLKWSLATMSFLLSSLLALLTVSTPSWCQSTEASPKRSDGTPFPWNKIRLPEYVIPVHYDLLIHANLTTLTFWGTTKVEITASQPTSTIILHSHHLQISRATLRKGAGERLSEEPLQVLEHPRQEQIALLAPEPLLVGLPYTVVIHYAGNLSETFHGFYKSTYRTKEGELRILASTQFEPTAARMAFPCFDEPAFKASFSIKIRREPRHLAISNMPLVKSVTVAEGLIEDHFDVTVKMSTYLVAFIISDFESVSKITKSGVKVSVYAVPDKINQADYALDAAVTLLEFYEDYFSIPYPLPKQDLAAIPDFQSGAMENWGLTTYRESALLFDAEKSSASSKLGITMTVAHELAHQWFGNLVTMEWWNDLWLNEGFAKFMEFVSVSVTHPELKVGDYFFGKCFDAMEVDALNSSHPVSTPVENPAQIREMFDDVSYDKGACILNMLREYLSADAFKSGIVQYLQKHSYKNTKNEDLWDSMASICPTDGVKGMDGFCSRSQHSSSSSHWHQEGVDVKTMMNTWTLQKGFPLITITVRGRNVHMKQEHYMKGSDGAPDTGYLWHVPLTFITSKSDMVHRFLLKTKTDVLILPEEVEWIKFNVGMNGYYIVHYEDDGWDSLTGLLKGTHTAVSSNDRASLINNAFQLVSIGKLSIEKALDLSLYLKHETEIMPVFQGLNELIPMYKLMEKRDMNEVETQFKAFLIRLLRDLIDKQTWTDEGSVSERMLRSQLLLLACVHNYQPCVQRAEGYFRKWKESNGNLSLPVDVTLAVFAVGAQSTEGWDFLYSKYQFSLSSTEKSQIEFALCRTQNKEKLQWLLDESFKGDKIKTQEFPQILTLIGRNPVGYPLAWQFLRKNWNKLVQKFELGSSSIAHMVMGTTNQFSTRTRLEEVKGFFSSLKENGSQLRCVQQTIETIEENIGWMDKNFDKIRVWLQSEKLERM
S100A4 MyoIIA: inhibitors of human S100A4 binding to myosin IIA peptide | P26447 | S100A4/TAMRA-MyoIIA peptide fluorescence polarization | inhibition, % at 10.7 µM | 360,000 tested, 0.14% active | AID 652163;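 active means mean inhibition of at least 70% across replicates, with every replicate also reaching that level; inconclusive means mean inhibition reaches 70% but some replicates fall short; inactive means mean inhibition below 70%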
Target sequence (P26447 whole entry, looked up): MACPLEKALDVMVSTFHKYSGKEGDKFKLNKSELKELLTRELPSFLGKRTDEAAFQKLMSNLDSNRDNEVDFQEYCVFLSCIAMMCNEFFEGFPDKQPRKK
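Test system – S100A4 monomer (human) · Compound – single-point compound testing · Schedule – 5 min incubation before reading · Probe or stimulus – TAMRA-labelled myosin IIA heavy-chain peptide probe, 5 nM · Benchmarks – neutral control DMSO, positive control TFP · Medium – Calcium-containing HEPES buffer, pH 7.2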
Numbers without * were called inactive; ? = inconclusive; nt = no result given.

SMILES	LGR2 antag	PAX8 reporter	FN deposition inh	PGC1a acetyl inh	PglD DTNB	EWS-Fli block	ERAP1 HTS inh	S100A4 MyoIIA
O=C(Cc1ccccc1)N1CC[C@@H]2[C@H](CO)Nc3ccc(-c4ccc(F)cc4)cc3[C@@H]21	-10	-2	1	-8	0	12	nt	nt
COc1cc2c(cc1OC)C(C)=NC1(CCCCC1)C2	-14	39	-4	nt	2	14	-4	-16
O=C(C[C@@H]1C/C=C/CC[C@H](Cc2ccc(F)cc2)C(=O)OC[C@@H](Cc2ccccc2)NC1=O)N[C@H](CO)Cc1ccccc1	26	103*	-18	-3	4	?	-2	-12
C=CCCC1CN(Cc2ccc(OC)cc2)S(=O)(=O)c2c(Oc3ccc(C)cc3)cccc2O1 (centres undefined)	-3	12	-21	nt	nt	-9	nt	1
O=C(Oc1ccccc1C(=S)N1CCOCC1)c1cccc([N+](=O)[O-])c1	1	-1	10	nt	6	-2	-1	3
Cc1nn(-c2ccccc2)c(C)c1C(=O)OC(C)C(=O)NC1CCCCC1C (centres undefined)	7	7	-6	-9	-1	13	1	-4
O=C(NCc1cccs1)N[C@@H](Cc1ccccc1)C(=O)O	-4	nt	nt	6	-2	12	1	-2
CC[C@@]1(C(=O)OC)N[C@H](CN(C)C(=O)c2ccccc2)[C@@H]2C(=O)N(Cc3ccccc3)C(=O)[C@@H]21	-6	17	5	nt	4	5	-1	-39
CC(C)NC(=O)Nc1ccc2c(c1)C(=O)N([C@@H](C)CO)C[C@@H](C)[C@H](CN(C)S(=O)(=O)c1ccccc1)O2	-11	-3	2	2	-1	-1	0	-7
N#Cc1cn(CC(=O)N2CCCC2)c2ccccc12	nt	13	1	9	-4	nt	nt	nt
CCOC(=O)N1CCN(C(c2ccc(C)cc2)c2sc3nc(C)nn3c2O)CC1 (centres undefined)	-19	-1	10	nt	0	-4	9	-4
NC(=O)CSc1ncnc2c1oc1ccccc12	-16	11	8	-15	-6	-3	2	0

Brought forward from above: four entries, then new ones.
SMILES	LGR2 antag	PAX8 reporter	FN deposition inh	PGC1a acetyl inh	PglD DTNB	EWS-Fli block	ERAP1 HTS inh	S100A4 MyoIIA
CC(C)NC(=O)Nc1ccc2c(c1)C(=O)N([C@@H](C)CO)C[C@@H](C)[C@H](CN(C)S(=O)(=O)c1ccccc1)O2	-11	-3	2	2	-1	-1	0	-7
N#Cc1cn(CC(=O)N2CCCC2)c2ccccc12	nt	13	1	9	-4	nt	nt	nt
CCOC(=O)N1CCN(C(c2ccc(C)cc2)c2sc3nc(C)nn3c2O)CC1 (centres undefined)	-19	-1	10	nt	0	-4	9	-4
NC(=O)CSc1ncnc2c1oc1ccccc12	-16	11	8	-15	-6	-3	2	0
CN(C)C(=O)[C@@H]1[C@@H](CO)[C@@H]2Cn3c(ccc(-c4ccccc4)c3=O)[C@@H]2N1CCC(F)(F)F	-5	nt	nt	nt	5	0	2	1
CC1CCCC(C)N1CCCNC(=O)c1ccc2nc(N3CCOCC3)sc2c1 (centres undefined)	-8	-28	4	1	-5	1	nt	-1
CCOC(=O)c1ccc(NC(=O)c2c(Cl)cc(C)nc2C)cc1	-3	17	-3	-2	-1	10	1	-5
CCOc1ccc(-c2c(=O)n(O)c3ccccc3[n+]2[O-])cc1	-80	-147	1	-3	-8	-102	-1	-4
COc1ccccc1/C=C/C(=O)OCC(=O)Nc1ccc2c(c1)OCCO2	-1	9	-9	-9	-3	0	3	1
CSc1ccccc1NC(=O)COc1ccc(Cl)cc1	-34	-51	10	2	-1	nt	nt	nt
CN1C(=O)c2cc(NC(=O)c3ccccc3)ccc2OC[C@@H]2O[C@@H](CC(=O)O)CC[C@@H]21	7	-5	nt	4	1	-3	0	-5
C[C@H]1CN([C@@H](C)CO)C(=O)Cc2cc(NS(=O)(=O)c3cccs3)ccc2O[C@@H]1CN(C)S(=O)(=O)c1cccs1	-1	1	nt	-19	nt	1	nt	nt
CC=Cc1ccc2n(c1=O)C[C@@H]1[C@@H](CO)[C@H](C(=O)NCc3cccc(F)c3)[C@H]2N1S(C)(=O)=O (mixture of isomers)	3	nt	nt	nt	2	-6	-2	-7
COCC(=O)Nc1ccc2c(c1)OC[C@@H](C)N(Cc1ccccc1OC)C[C@@H](C)[C@@H](OC)CN(C)C2=O	0	nt	-1	16	nt	18	nt	nt
CCOC(=O)[C@H]1[C@H]2COc3cc(OC)ccc3[C@@H]2N2C(=O)CN(Cc3ccccc3)C(=O)[C@@]12C	-2	-1	13	nt	3	-12	7	9
COc1ccc(Cn2nnnc2CN2CCc3ccccc32)cc1	1	nt	nt	nt	nt	-5	6	1

Entries of single compounds, quoted from the list. Order of values: LGR2 antag, PAX8 reporter, FN deposition inh, PGC1a acetyl inh, PglD DTNB, EWS-Fli block, ERAP1 HTS inh, S100A4 MyoIIA
`CC1CCCC(C)N1CCCNC(=O)c1ccc2nc(N3CCOCC3)sc2c1` (centres undefined) in the list: -8, -28, 4, 1, -5, 1, nt, -1
`COCC(=O)Nc1ccc2c(c1)OC[C@@H](C)N(Cc1ccccc1OC)C[C@@H](C)[C@@H](OC)CN(C)C2=O` in the list: 0, nt, -1, 16, nt, 18, nt, nt

Continuation.
SMILES	LGR2 antag	PAX8 reporter	FN deposition inh	PGC1a acetyl inh	PglD DTNB	EWS-Fli block	ERAP1 HTS inh	S100A4 MyoIIA
COC(=O)c1ccccc1NC(=O)CC(=O)Nc1ccccc1C(=O)OC	0	3	-1	5	0	3	2	-28
CC(=O)NC[C@@H]1[C@@H](c2ccc(C3=CCCCC3)cc2)[C@H](CO)N1C(=O)NC(C)C	2	-9	20	16	0	10	nt	nt
Cn1c(SCC(=O)Nc2ccc3c(c2)OCCO3)nnc1-c1ccncc1	0	-15	11	3	nt	nt	2	4
NC(N)=NS(=O)(=O)c1ccc(N)cc1	15	-12	-3	8	-1	-5	-3	-3
CCCNC(=O)N1C[C@@H](C)[C@@H](OC)CN(C)C(=O)c2cc(NS(C)(=O)=O)ccc2OC[C@H]1C	-5	11	0	5	-1	-3	-1	-7
COC(=O)C1=CN(c2cccc(Cl)c2)C=C(C(=O)OC)C1c1cccc(OC)c1	-2	nt	3	nt	-1	12	3	-3
C[C@@H]1CN([C@@H](C)CO)S(=O)(=O)c2ccc(-c3cccc(C#N)c3)cc2O[C@@H]1CN(C)C(=O)c1cccnc1	-4	nt	8	6	-5	-2	2	10
O=C(CSc1ccc(Br)cc1)Nc1ccccc1N1CCOCC1	9	21	4	-3	3	nt	-4	2
CCCc1nc2oc3c(=O)[nH]cnc3c2c2c1CCCC2	8	11	-4	nt	nt	8	-5	-6
C[C@H]1CN([C@@H](C)CO)C(=O)c2cc(Br)cnc2O[C@@H]1CN(C)CC1CCCC1	4	nt	nt	3	0	-4	2	11
C=CC[C@H](O)c1ccc(O)c(F)c1	nt	4	nt	-1	-1	8	4	-24
COc1ccccc1NC(=O)c1ccc(S(=O)(=O)N(C)c2ccccc2OC)cc1	9	1	4	2	2	4	-2	3

Some of these compounds in order of length of the SMILES, ascending.
SMILES	LGR2 antag	PAX8 reporter	FN deposition inh	PGC1a acetyl inh	PglD DTNB	EWS-Fli block	ERAP1 HTS inh	S100A4 MyoIIA
Cn1c(SCC(=O)Nc2ccc3c(c2)OCCO3)nnc1-c1ccncc1	0	-15	11	3	nt	nt	2	4
COc1ccccc1NC(=O)c1ccc(S(=O)(=O)N(C)c2ccccc2OC)cc1	9	1	4	2	2	4	-2	3
C[C@H]1CN([C@@H](C)CO)C(=O)c2cc(Br)cnc2O[C@@H]1CN(C)CC1CCCC1	4	nt	nt	3	0	-4	2	11
CCCNC(=O)N1C[C@@H](C)[C@@H](OC)CN(C)C(=O)c2cc(NS(C)(=O)=O)ccc2OC[C@H]1C	-5	11	0	5	-1	-3	-1	-7
C[C@@H]1CN([C@@H](C)CO)S(=O)(=O)c2ccc(-c3cccc(C#N)c3)cc2O[C@@H]1CN(C)C(=O)c1cccnc1	-4	nt	8	6	-5	-2	2	10

Following part:
SMILES	LGR2 antag	PAX8 reporter	FN deposition inh	PGC1a acetyl inh	PglD DTNB	EWS-Fli block	ERAP1 HTS inh	S100A4 MyoIIA
COc1ccccc1S(=O)(=O)N(C)C[C@@H]1Oc2ncc(-c3ccc(C)cc3)cc2C(=O)N([C@@H](C)CO)C[C@H]1C	-20	nt	nt	-9	6	-4	5	2
Cc1ccc(N2C(=O)Nc3ccccc3C2(O)C(=O)NCCCOC(C)C)cc1C (centres undefined)	2	-25	4	3	-3	9	7	-4
c1ccc(SC23CC4CC(CC(C4)C2)C3)nc1	0	-11	11	12	-3	5	-1	5
O=C1NC(C(=O)O)=CC(c2ccc([N+](=O)[O-])cc2)N1 (centres undefined)	32	13	4	-5	nt	0	5	-1
O=C(Cc1cccnc1)N1CC(=O)N2[C@H](C1)[C@@H](c1ccc(C#CC3CC3)cc1)[C@@H]2CO	1	1	-1	7	nt	3	0	-16
O=C(O)/C=C/c1ccc(Oc2ncccn2)cc1	5	16	-4	nt	2	5	3	-7
O=C(Nc1cccc(S(=O)(=O)N2CCCCC2)c1)c1ccccn1	-4	-30	-2	-9	-3	-10	-3	-14
CCCn1nnnc1NC(=O)COc1ccc(Br)cc1	4	-19	3	nt	4	-14	2	-3
Cc1ccc(N2CC(C(=O)Nc3cccc(S(=O)(=O)N4CCOCC4)c3)CC2=O)cc1 (centres undefined)	10	11	-1	-17	4	5	11	-9
O=C(COc1ccc(Br)cc1)NNC(=O)c1cc(S(=O)(=O)N2CCOCC2)ccc1Cl	-4	-22	9	nt	1	-1	-2	-4
Cc1ccc(C(=O)NCC(=O)OCC(=O)NCCc2ccccc2)s1	2	-4	2	2	nt	2	-2	-1
O=C1c2ccccc2S(=O)(=O)c2cc(N3CCN(c4ccccc4)CC3)ccc21	-45	2	-9	nt	nt	-20	nt	-4
CC1(C)CC(NC(=O)c2cccc(F)c2)CC(C)(C)N1	5	20	2	10	1	8	5	3
CN(C)S(=O)(=O)Nc1cccc(-c2cn3c(n2)SCC3)c1	-7	17	1	-1	-2	nt	23	-6
CCOC(=O)c1c(NC(=S)NCCc2ccccc2)sc2c1CC(C(C)C)OC2 (centres undefined)	8	4	nt	4	-6	-12	nt	nt
O=C(NNC(=O)c1cc2ccccc2o1)c1ccc(F)cc1	-22	-60	-5	nt	1	-42	0	-10
COc1cc(C(=O)NC2CC3CCCC(C2)N3Cc2ccccc2)cc(OC)c1OC (centres undefined)	-8	-2	-4	0	-1	3	-5	0
C=CCCC(=O)N1C[C@@H](CO)[C@@H](NC)C[C@H]1c1ccccc1Br	-3	-5	0	-9	1	-8	13	1
Cn1nnc(NC(=O)CSc2ccc(Cl)cc2)n1	nt	-26	-4	-2	7	nt	nt	nt
Fc1ccc(N2CCN(Cc3cn[nH]c3-c3ccccc3)CC2)cc1	nt	-45	-50	nt	nt	5	2	-1
CCOc1ccc(Cc2onc3c2C(=O)CCC3)cc1OCC	-3	3	4	1	-6	5	2	3
Cc1nnc2c(N(C)S(=O)(=O)c3ccccc3)nc3ccccc3n12	0	0	-18	-9	7	-37	2	3
CC(C)(C)C(=O)COC(=O)C1=NN(c2ccccc2)C(=O)CC1	1	-13	0	0	-7	8	0	-2
